Source: PubChem
Cdc42 wt GTP: modulators (inhibitors or activators) of GTP binding to human Cdc42 wildtype. GST-Cdc42 beads, Bodipy-GTP binding, flow cytometry; actives lie on both sides. percent activity (GTP binding), % at 10 µM. 190,000 compounds, 0.2% hits. AID 761;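 active = percent activity GTP binding at least 20 points away from the 100% baseline, either down as inhibitor or up as activator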;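 also: median bead fluorescence of bound Bodipy-FL-GTP at 100 nM; 0% = excess unlabeled GTP control and 100% = no compound control; below 100% means less GTP binding so inhibitor and above means activator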
Target sequence (P60953 whole entry, looked up): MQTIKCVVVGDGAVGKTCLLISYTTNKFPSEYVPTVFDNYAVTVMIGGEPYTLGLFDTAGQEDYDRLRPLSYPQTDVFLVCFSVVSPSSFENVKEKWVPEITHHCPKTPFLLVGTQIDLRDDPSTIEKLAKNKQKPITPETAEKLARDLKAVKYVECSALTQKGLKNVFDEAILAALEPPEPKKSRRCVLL
Bfl-1 Bim block: inhibitors of Bim-Bfl-1 interaction, human; inhibition, % at 10 µM; 190,000 compounds, 0.12% hits; Q16548; Bead-based flow cytometry, Bim-Bfl-1 binding inhibition;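 also: 0% = wells without compound plus tracer and 100% = blocker peptide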
Rab7 wt modul: modulators of GTP binding to dog Rab7 wildtype GTPase. 190,000 compounds, 0.055% hits. GST-Rab7 beads, fluorescent GTP binding, flow cytometry; actives lie on both sides; untreated = 100%, excess cold GTP = 0%. GTP binding activity (percent of control), % at 10 µM;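 active = fluorescent GTP binding to Rab7 beads changed by at least 20 points from the 100% baseline, either direction, mostly lower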;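 also: median green fluorescence of bound Bodipy-FL-GTP per Rab7 bead population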
Rac1 mut GTP: human Rac1 activated mutant GTP binding change | GST-Rac1 activated beads, fluorescent GTP binding, flow cytometry; actives lie on both sides; 100% means binding = to untreated wells | 190,000 compounds, 0.11% hits | P63000 | percent activity (GTP binding), % at 10 µM;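 active = GTP binding at least 20 percentage points away from the 100% baseline, in either direction, so actives lie on both sides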
Bim-Bcl-XL: human Bim-Bcl-XL interaction inhibition. Bim peptide-Bcl-XL binding, bead flow cytometry, fluorescence. inhibition, % at 10 µM. 190,000 compounds, 0.04% hits
Rab2 wt GTP: changes GTP binding to wildtype dog Rab2A, up or down | P61105 | GST-Rab2 wt beads, Bodipy-GTP binding, flow cytometry | GTP binding activity, % at 10 µM | 190,000 compounds, 0.19% hits | AID 760;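 active = GTP binding activity at least 20 points away from 100%, either lowered or raised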;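 also: 0% = beads with excess unlabeled GTP and 100% = no-compound control corrected for plate trend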
Bim-Bcl-B: inhibitors of Bim-Bcl-B interaction, human. inhibition, % at 10 µM. bead-based flow cytometry, Bim peptide-Bcl-B binding. 190,000 compounds, 0.073% hits. Q9HD36. AID 951;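 also: 0% = tracer peptide without compound and 100% = reference inhibitor peptide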
Target sequence (Q9HD36 whole entry, looked up): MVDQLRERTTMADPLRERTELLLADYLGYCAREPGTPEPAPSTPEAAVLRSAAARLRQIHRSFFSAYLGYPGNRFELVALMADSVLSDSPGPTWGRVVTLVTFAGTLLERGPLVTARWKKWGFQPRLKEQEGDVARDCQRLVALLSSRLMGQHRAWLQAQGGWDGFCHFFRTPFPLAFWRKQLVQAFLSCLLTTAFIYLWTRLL
HRas wt GTP bind: changes GTP binding to wildtype human HRas; GST-Ras wt beads, Bodipy-FL-GTP binding, flow cytometry; actives lie on both sides; GTP binding activity, % at 10 µM; 190,000 compounds, 0.14% hits;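 active = GTP binding activity at least 20% away from the 100% baseline, either lowered as inhibitor or raised as activator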;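 also: 0% = unlabeled GTP competition control and 100% = no-compound control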
Target sequence (P01112 whole entry, looked up): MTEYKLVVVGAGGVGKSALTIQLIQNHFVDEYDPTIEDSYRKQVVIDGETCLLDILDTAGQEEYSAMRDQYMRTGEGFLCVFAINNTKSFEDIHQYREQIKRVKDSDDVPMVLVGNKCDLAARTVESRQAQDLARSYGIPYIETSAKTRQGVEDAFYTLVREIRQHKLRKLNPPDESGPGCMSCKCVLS
Rac1 wt GTP bind: modulators of human Rac1 wildtype GTP binding. GTP binding activity (% of control), % at 10 µM. GST-Rac1 beads, fluorescent GTP binding, flow cytometry; actives lie on both sides; 0 = cold GTP competed, 100 = untreated. AID 757. P63000. 190,000 compounds, 0.27% hits;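 active = GTP binding activity at least 20 points away from the 100% control level, either lower or higher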
Bcl-2 Bim block: human Bim-Bcl-2 interaction inhibition. P10415. Bead-based flow cytometry, Bim peptide-Bcl-2 binding. inhibition, % at 10 µM. 190,000 compounds, 0.06% hits. AID 950; in the data active = inhibition above about 40%;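 also: 0% = no compound wells with probe peptide and 100% = reference peptide inhibitor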
Target sequence (P10415 whole entry, looked up): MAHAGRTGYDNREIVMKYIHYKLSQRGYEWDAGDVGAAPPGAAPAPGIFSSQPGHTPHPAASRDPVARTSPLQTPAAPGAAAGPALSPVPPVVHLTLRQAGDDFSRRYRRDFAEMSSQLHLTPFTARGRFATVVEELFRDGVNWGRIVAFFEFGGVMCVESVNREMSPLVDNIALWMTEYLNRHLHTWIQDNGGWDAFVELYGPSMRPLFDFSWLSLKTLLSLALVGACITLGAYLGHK
Bcl-W Bim block: human Bim-Bcl-W interaction inhibition. 190,000 compounds, 0.02% hits. inhibition, % at 10 µM. Q92843. bead-based flow cytometry, Bim peptide-Bcl-W binding;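 also: 0% = bound tracer without compound and 100% = peptide blocker; higher means less fluorescent Bim peptide bound to Bcl-W beads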
Target sequence (Q92843 whole entry, looked up): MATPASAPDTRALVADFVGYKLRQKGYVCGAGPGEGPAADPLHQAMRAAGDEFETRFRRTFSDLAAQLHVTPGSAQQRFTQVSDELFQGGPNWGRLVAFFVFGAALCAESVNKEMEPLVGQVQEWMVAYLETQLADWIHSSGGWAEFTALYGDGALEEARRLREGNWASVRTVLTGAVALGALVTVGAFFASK
Numbers without * were called inactive. Rule as the data show it, unless noted: active = inhibition above about 40%. Compounds were not picked by outcome; any-hit rate near 0.62%.

compound | Cdc42 wt GTP | Bfl-1 Bim block | Rab7 wt modul | Rac1 mut GTP | Bim-Bcl-XL | Rab2 wt GTP | Bim-Bcl-B | HRas wt GTP bind | Rac1 wt GTP bind | Bcl-2 Bim block | Bcl-W Bim block
COc1ccc(NC(=O)c2cc3c(Cl)nc4ccccc4c3s2)c(OC)c1 | 100.0 | 16.0 | 101.0 | 97.0 | 19.0 | 99.0 | 10.0 | 100.0 | 102.0 | 9.0 | 10.0
CNC(=O)C1CCC(=O)N1Cc1ccc(C)cc1 (stereo not given) | 105.0 | -8.0 | 108.0 | 103.0 | -1.0 | 105.0 | -4.0 | 107.0 | 114.0 | -7.0 | 4.0
COC(C(=O)Nc1ccc(C(C)=O)cc1)c1ccccc1 (stereo not given) | 105.0 | -1.0 | 102.0 | 103.0 | -3.0 | 101.0 | -4.0 | 103.0 | 107.0 | 1.0 | -1.0
CC1CCc2nc(NC(=O)CCSc3ccccc3)sc2C1 (stereo not given) | 97.0 | -6.0 | 99.0 | 98.0 | -5.0 | 97.0 | -7.0 | 95.0 | 98.0 | -1.0 | -2.0
Cc1cccc(C)c1NC1=C(Cl)C(=O)OC1OC(=O)c1ccccc1 (stereo not given) | 96.0 | -4.0 | 93.0 | 92.0 | -1.0 | 93.0 | 1.0 | 93.0 | 97.0 | 0.0 | 1.0
O=C1COc2ccccc2CN1 | 104.0 | 1.0 | 97.0 | 101.0 | 1.0 | 105.0 | -3.0 | 102.0 | 101.0 | -4.0 | 2.0
CO/N=C(/CS(=O)Cc1ccc(Cl)cc1)c1ccc(Cl)cc1 (stereo not given) | 100.0 | -4.0 | 98.0 | 96.0 | -3.0 | 97.0 | -3.0 | 99.0 | 95.0 | 0.0 | -5.0
O=c1c(-c2ccccc2)coc2c(CN3CCOCC3)c(O)ccc12 | 100.0 | 0.0 | 100.0 | 101.0 | 1.0 | 102.0 | -2.0 | 100.0 | 99.0 | -1.0 | 0.0
CN(C)CCCN1C(=O)C2CCc3[nH]c4ccccc4c3C2C1=O (stereo not given) | 102.0 | 6.0 | 99.0 | 97.0 | 3.0 | 100.0 | 3.0 | 98.0 | 104.0 | 5.0 | 3.0
Cc1cc(-c2nnc(SCC(=O)NC3CCCC3)o2)no1 | 104.0 | 0.0 | 101.0 | 102.0 | -3.0 | 103.0 | -2.0 | 103.0 | 106.0 | -2.0 | 0.0
Cc1cc2ncn(C(=O)N3CCOCC3)c2cc1C | 97.0 | -12.0 | 96.0 | 94.0 | -2.0 | 94.0 | -8.0 | 99.0 | 100.0 | -9.0 | -1.0
COc1ccc(Br)cc1/C=C/C(=O)NC(=S)Nc1ccc(Cl)c(C(=O)O)c1 | 83.0 | -2.0 | 88.0 | 84.0 | -2.0 | 81.0 | -4.0 | 88.0 | 85.0 | -1.0 | -1.0
CCN(CC)S(=O)(=O)c1cc(C(=O)Nc2ccncc2)ccc1Cl | 101.0 | -3.0 | 97.0 | 100.0 | 0.0 | 99.0 | -4.0 | 100.0 | 99.0 | -3.0 | -2.0
CN(C)/C=N/c1c(C#N)cnn1-c1ncnc2sc(-c3ccccc3)cc12 | 108.0 | -2.0 | 101.0 | 104.0 | -1.0 | 104.0 | 0.0 | 106.0 | 107.0 | -3.0 | -3.0
COc1ccc(C[C@@H]2CN3C(=NC[C@@H]3C)N2CCNC(=O)c2ccc(C)c(Br)c2)cc1 | 101.0 | 0.0 | 105.0 | 97.0 | -2.0 | 101.0 | -6.0 | 101.0 | 100.0 | 0.0 | 0.0
C=CCN(CC=C)C(=S)NC(=O)/C=C/c1ccc(C)cc1 | 96.0 | -2.0 | 98.0 | 95.0 | -2.0 | 97.0 | -6.0 | 96.0 | 97.0 | -1.0 | -2.0
CC(=O)Nc1ccc(S(=O)(=O)N2CCSC2c2ccccc2Cl)cc1 (stereo not given) | 101.0 | -11.0 | 96.0 | 101.0 | -5.0 | 99.0 | -7.0 | 100.0 | 103.0 | -12.0 | -1.0
CN(C)c1ccc(Cl)cc1N | 96.0 | -5.0 | 97.0 | 96.0 | 0.0 | 94.0 | -1.0 | 95.0 | 99.0 | 0.0 | 1.0
O=C(NCCCN1CCOCC1)c1cc(C(=O)C2CC2)c[nH]1 | 101.0 | -8.0 | 101.0 | 99.0 | -2.0 | 101.0 | -1.0 | 100.0 | 102.0 | -3.0 | 1.0
O=C(NCc1ccc2[nH]c3c(c2c1)CCCC3)N1CCOCC1 | 106.0 | -8.0 | 99.0 | 101.0 | 0.0 | 104.0 | -4.0 | 101.0 | 104.0 | -6.0 | 3.0
Nc1ncnc(Sc2ccc(Cl)cc2)c1[N+](=O)[O-] | 100.0 | -12.0 | 96.0 | 101.0 | -9.0 | 99.0 | -9.0 | 101.0 | 103.0 | -4.0 | -5.0
CCOC(=O)CC(NC(=O)Cn1nnc(-c2ccccc2)n1)c1ccc(OC)cc1 (stereo not given) | 92.0 | 4.0 | 103.0 | 90.0 | 2.0 | 92.0 | 1.0 | 94.0 | 95.0 | -2.0 | 1.0
CCOC(=O)CN1C(=O)C(CC)Oc2ccc(Cl)cc21 (stereo not given) | 97.0 | -6.0 | 95.0 | 95.0 | -3.0 | 96.0 | -4.0 | 97.0 | 94.0 | -7.0 | 4.0
COc1cccc(/C=N/NC(=O)c2[nH]nc3c2CCc2ccccc2-3)c1O | 98.0 | -6.0 | 98.0 | 94.0 | -1.0 | 96.0 | -10.0 | 96.0 | 99.0 | -7.0 | -1.0
O=[N+]([O-])c1ccc(COc2ccc(-c3[nH]ncc3-c3ccc(Cl)cc3)c(O)c2)cc1 | 97.0 | 4.0 | 102.0 | 101.0 | -7.0 | 101.0 | -3.0 | 100.0 | 100.0 | -1.0 | -7.0
CC(C)CN1CCNC(=O)C1CC(=O)NCCCN1CCCc2ccccc21 (stereo not given) | 106.0 | 0.0 | 108.0 | 98.0 | -1.0 | 103.0 | 0.0 | 103.0 | 108.0 | 0.0 | 1.0
CCCCOC(=O)CCCc1ccc([N+](=O)[O-])cc1[N+](=O)[O-] | 94.0 | -9.0 | 104.0 | 94.0 | -2.0 | 97.0 | -4.0 | 97.0 | 98.0 | -4.0 | -1.0
O=C(O)CSc1cnc2ccccc2n1 | 103.0 | 0.0 | 101.0 | 98.0 | 3.0 | 102.0 | 1.0 | 102.0 | 104.0 | 4.0 | 0.0
CC1CCCCC1NC(=O)CSc1ccsc1[N+](=O)[O-] (stereo not given) | 99.0 | 0.0 | 98.0 | 97.0 | 2.0 | 97.0 | 0.0 | 98.0 | 103.0 | 1.0 | 3.0
COc1ccc(CCNC(=O)C(C(=O)c2ccccc2)n2cc(Cl)ccc2=O)cc1OC (stereo not given) | 97.0 | -5.0 | 99.0 | 97.0 | -4.0 | 98.0 | -5.0 | 99.0 | 101.0 | -5.0 | -2.0

The last 2 entries of the section above lead into the next:
compound | Cdc42 wt GTP | Bfl-1 Bim block | Rab7 wt modul | Rac1 mut GTP | Bim-Bcl-XL | Rab2 wt GTP | Bim-Bcl-B | HRas wt GTP bind | Rac1 wt GTP bind | Bcl-2 Bim block | Bcl-W Bim block
CC1CCCCC1NC(=O)CSc1ccsc1[N+](=O)[O-] (stereo not given) | 99.0 | 0.0 | 98.0 | 97.0 | 2.0 | 97.0 | 0.0 | 98.0 | 103.0 | 1.0 | 3.0
COc1ccc(CCNC(=O)C(C(=O)c2ccccc2)n2cc(Cl)ccc2=O)cc1OC (stereo not given) | 97.0 | -5.0 | 99.0 | 97.0 | -4.0 | 98.0 | -5.0 | 99.0 | 101.0 | -5.0 | -2.0
CC1CN(c2cc3nccnc3cc2F)CC(C)O1 (stereo not given) | 99.0 | -12.0 | 98.0 | 99.0 | -5.0 | 99.0 | -9.0 | 98.0 | 97.0 | -6.0 | 0.0
CCCCNC(=O)C(=O)N/N=C/c1cccc(Br)c1 | 104.0 | -16.0 | 100.0 | 103.0 | -7.0 | 101.0 | -8.0 | 103.0 | 102.0 | -8.0 | -4.0
S=C(NCCc1ccccc1)N1CCn2cccc2C1c1cccnc1 (stereo not given) | 78.0* | -2.0 | 86.0 | 77.0* | -3.0 | 80.0 | -4.0 | 81.0 | 78.0* | 2.0 | 1.0
Cc1ccc(C2CC(=O)c3cnc(N4CCc5ccccc5C4)nc3C2)cc1 (stereo not given) | 96.0 | 4.0 | 94.0 | 95.0 | -1.0 | 94.0 | -1.0 | 95.0 | 98.0 | 1.0 | 1.0
Cc1cc(=O)[nH]c(SCC(=O)Nc2ccc(Br)cc2)c1C#N | 104.0 | -20.0 | 101.0 | 99.0 | -6.0 | 100.0 | -9.0 | 100.0 | 102.0 | -12.0 | -2.0
CC(C)N=Cc1c(O)[nH]c2ccccc12 | 100.0 | -6.0 | 97.0 | 100.0 | 2.0 | 98.0 | -3.0 | 98.0 | 103.0 | -2.0 | 2.0
COC(=O)c1[nH]c2ccc(C)cc2c1NC(=O)CN1CCCc2ccccc21 | 102.0 | -11.0 | 100.0 | 97.0 | 5.0 | 99.0 | -8.0 | 99.0 | 100.0 | 0.0 | 3.0
COc1ccc(-c2nc(CS(=O)CC(=O)NCc3ccco3)c(C)o2)cc1 (stereo not given) | 95.0 | -5.0 | 95.0 | 95.0 | -12.0 | 96.0 | -4.0 | 93.0 | 96.0 | -1.0 | -4.0
Cc1ccc(OCC(=O)N/N=C/c2ccccc2)c([N+](=O)[O-])c1 | 99.0 | -1.0 | 101.0 | 98.0 | 0.0 | 96.0 | -1.0 | 97.0 | 104.0 | -2.0 | 0.0
Cc1ccc(NC(=O)CN(C)S(=O)(=O)c2cccc3nsnc23)cc1C | 99.0 | -1.0 | 97.0 | 96.0 | 3.0 | 98.0 | 1.0 | 98.0 | 98.0 | -1.0 | 0.0
O=C(NCCCN1CCOCC1)c1cc2ccccc2o1 | 104.0 | -7.0 | 101.0 | 101.0 | 0.0 | 106.0 | -3.0 | 104.0 | 109.0 | -7.0 | 2.0
O=C(Nc1ccccc1)NC1CCN(Cc2nnnn2C2CCCCC2)CC1 | 99.0 | -8.0 | 94.0 | 97.0 | -4.0 | 95.0 | -6.0 | 98.0 | 100.0 | -6.0 | 2.0
CC(/C=C1\SC(=S)N(C(C(=O)O)C(C)C)C1=O)=C\c1ccccc1 (stereo not given) | 88.0 | -2.0 | 93.0 | 86.0 | 1.0 | 86.0 | 0.0 | 90.0 | 87.0 | -1.0 | 0.0
CCOCCCNC(=S)Nc1cc(OCC)c(NC(=O)c2ccco2)cc1OCC | 96.0 | -14.0 | 102.0 | 94.0 | -9.0 | 95.0 | -7.0 | 97.0 | 96.0 | -10.0 | -6.0
COc1cc(Cn2cnnn2)ccc1O | 96.0 | -5.0 | 96.0 | 98.0 | -2.0 | 96.0 | 1.0 | 97.0 | 98.0 | -1.0 | 0.0
Cc1cc(C)n2nc3nc(N4CCCC4)nc(-c4ccccc4)c3c2n1 | 108.0 | -2.0 | 103.0 | 101.0 | -2.0 | 106.0 | -5.0 | 106.0 | 104.0 | -3.0 | -2.0
